# AMA1 RON2 block: AMA1-RON2 (P. falciparum) interaction inhibition; AlphaScreen AMA1-biotinylated RON2 peptide binding; Potency, µM (top dose mostly 58.2 µM), for inactives: at the highest dose activity change, negative = inhibition, usual class: inhibitors; 0.2% of 360,000 active;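 further: potency means the concentration at half of the fitted maximal effect; 0% = vehicle wells and -100% = peptide control; nearly all actives have a fitted effect of over 45% in size; some results filed as inactive show a strong effect at the top dose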
#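 AMA1 (3D7) with his tag at 25 nM final met compounds first, then biotinylated RON2 peptide at 25 nM; detection used donor plus acceptor beads, 10 µg/mL apiece, read by AlphaScreen after 30 min at room temperature.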
# AmpC no deterg: AmpC beta-lactamase inhibition without detergent. AmpC nitrocefin hydrolysis, absorbance 480 nm, 0.0001% Triton. AID 485341. 0.52% of 330,000 active. Potency, µM (highest dose often 57.1 µM), for the others: at the highest dose activity change, negative = inhibition, most hits filed as inhibitors;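 further: potency means the concentration at half of the fitted maximal effect; plate controls were no compound for no effect and no enzyme for full effect; nearly all actives have a fitted effect of over 20% in size; some results filed as inactive show a strong effect at the top dose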
# Target sequence (P00811 whole entry, looked up): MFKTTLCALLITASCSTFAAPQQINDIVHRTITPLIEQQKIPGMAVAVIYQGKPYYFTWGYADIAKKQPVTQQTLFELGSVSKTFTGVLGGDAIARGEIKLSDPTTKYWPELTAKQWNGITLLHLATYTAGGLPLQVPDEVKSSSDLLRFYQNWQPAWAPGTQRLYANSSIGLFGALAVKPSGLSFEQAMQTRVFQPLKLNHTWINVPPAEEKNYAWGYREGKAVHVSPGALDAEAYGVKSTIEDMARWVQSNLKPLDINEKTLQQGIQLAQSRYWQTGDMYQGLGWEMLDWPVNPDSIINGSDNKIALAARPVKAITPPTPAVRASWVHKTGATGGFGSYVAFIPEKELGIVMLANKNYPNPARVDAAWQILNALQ
#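 AmpC (5.3 nM in the dispensed reagent) in 20 mM phosphate pH 7.0 with 0.01% (detergent screen) or 0.0001% Triton X-100 was preincubated with compounds for 15 min at room temperature. Nitrocefin was then added from an 800 uM solution, and hydrolysis was followed at 480 nm.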
# AmpC inh detg: AmpC beta-lactamase inhibition with detergent present. P00811. AmpC hydrolysis of nitrocefin, absorbance 480 nm, 0.01% Triton. Potency, µM (highest dose often 114 µM), for inactives: at the highest dose activity change, negative = inhibition, usual class: inhibitors. 0.041% of 370,000 active;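 further: potency means the concentration at half of the fitted maximal effect; 0% = no-compound wells and -100% = no-enzyme wells; nearly all actives have a fitted effect of over 25% in size; some results filed as inactive show a strong effect at the top dose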
#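 20 mM phosphate pH 7.0 + 0.01% (detergent screen) or 0.0001% Triton X-100; 5.3 nM AmpC reagent; cpd preinc 15 min RT; nitrocefin (800 uM stock) to start; A480 q20 s × 4 min; Activity was normalised to no-enzyme and no-compound control wells.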
# LmPK inh: LmPK (Leishmania mexicana) enzyme inhibition; Q27686; purified LmPK, Kinase-Glo ATP luminescence, 1 h; Potency, µM (highest dose often 57.5 µM), inactives show at the top dose activity change, negative = inhibition, actives largely listed as inhibitors; 0.37% of 290,000 active; AID 1721; further: potency means the concentration at half of the fitted maximal effect
# Target sequence (Q27686 whole entry, looked up): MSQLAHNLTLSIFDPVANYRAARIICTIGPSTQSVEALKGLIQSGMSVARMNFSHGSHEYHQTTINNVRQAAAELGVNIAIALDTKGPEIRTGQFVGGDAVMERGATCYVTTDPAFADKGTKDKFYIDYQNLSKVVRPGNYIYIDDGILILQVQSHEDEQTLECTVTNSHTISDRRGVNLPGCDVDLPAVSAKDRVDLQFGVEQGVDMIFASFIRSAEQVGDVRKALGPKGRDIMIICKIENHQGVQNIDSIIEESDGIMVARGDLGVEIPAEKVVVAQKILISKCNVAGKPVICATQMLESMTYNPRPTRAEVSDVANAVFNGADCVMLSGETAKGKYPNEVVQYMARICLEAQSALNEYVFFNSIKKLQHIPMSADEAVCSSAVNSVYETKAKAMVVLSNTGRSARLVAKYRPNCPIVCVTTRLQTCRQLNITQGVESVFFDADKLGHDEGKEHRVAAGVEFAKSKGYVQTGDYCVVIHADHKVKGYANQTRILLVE
#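 Kinase-Glo luminescence read after 1 h RT reaction of 0.1 nM LmPK with 0.5 mM PEP and 0.1 mM ADP. Activity scaled between uninhibited and enzyme-free controls.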
# HCMV antiviral: blocks human cytomegalovirus replication | HFF cells, HCMV-luciferase reporter, 72 h; hits give low values | activity change, negative = inhibition, % at 57.5 µM | 4.5% of 410,000 active; in the data active means activity change below about -60%; inconclusive means no clear call, values can overlap the other calls; inactive means above about -39%
#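 Screen run at 2 compound doses on HFFs infected with reporter HCMV, MOI 1 PFU/cell. Luciferase activity from cell lysates at 72 h post infection gave inhibition relative to buffer-only and Salinomycin wells.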
# Tb PYK inh: T. brucei pyruvate kinase inhibition; Potency, µM (titrated, usually from 76.8 µM), without a hit: at the top dose activity, negative = inhibition, usual class: inhibitors; AID 624173; TbPYK enzyme, Kinase-Glo Plus ATP luminescence, 45 min; 0.12% of 410,000 active; Q57TT1; further: potency means the concentration at half of the fitted maximal effect; nearly all actives have a fitted effect of over 50% in size
#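 In this concentration-response screen, enzyme-free wells defined baseline while DMSO plates tracked drift. Each reaction combined TbPYK, substrate, compound and 130 uM ADP for 45 min at room temperature. Kinase-Glo Plus luminescence gave the signal.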
# Sm TGR inh: inhibitors of Schistosoma mansoni thioredoxin glutathione reductase. Q962Y6. purified TGR, DTNB reduction, TNB absorbance 405 nm. Potency, µM (titrated, usually from 114 µM), for the others: top-dose activity change, negative = inhibition, hits mostly inhibitors. 3% of 360,000 active; further: potency means the concentration at half of the fitted maximal effect; nearly all actives have a fitted effect of over 60% in size
#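 First, TGR (20 nM dispensed) and NADPH were mixed with compound. Second, a 15 min room-temperature incubation followed. Third, further NADPH and then DTNB were added to start the reaction. Finally, TNB absorbance was monitored kinetically.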
# Active calls of the source: *; ? = inconclusive; · = not tested or not shown; [ ] = another dose, or the depositor's remark. Unless noted, the call rests on the fitted dose curve; in most records, active means well fitted curve in the direction sought with a large enough effect; inconclusive means small, poorly fitted or top-dose-only effect, or another doubt; inactive means no such curve, though single readings can be large; an effect the other way counts as inactive or inconclusive. Unless noted, on the % scale 0 is the no-effect control and ±100 the full control effect.
molecule	AMA1 RON2 block	LmPK inh	Sm TGR inh	AmpC inh detg	AmpC no deterg	HCMV antiviral	Tb PYK inh
CCOc1ccc(N2CC(C(=O)Nc3cccc(C(=O)NC4CC4)c3)CC2=O)cc1 (stereo not given)	7%	·	-8%	-6%	1%	-37	-4%
CN(C)S(=O)(=O)c1ccc(N2CCCC2)c(C(=O)Nc2ccccc2OC(F)F)c1	-3%	11%	7%	-1%	-17%	12	-2%
CN(CCCC(=O)N1CCN(c2ncccn2)CC1)S(=O)(=O)c1ccc(F)cc1	-5%	·	·	·	83%[activator]	0	-7%
COc1cccc(NC(=O)CCCOc2cc(=O)n(C)c3ccccc23)c1	-9%	5%	-2%	-2%	48%	253	1%
Cc1ccc(-n2nnnc2SCC(=O)N(CC(C)C)c2c(N)n(CC(C)C)c(=O)[nH]c2=O)cc1	0%	4%	41%[activator]	3%	24%	-23	-1%
COc1cc(CC(=O)N2CCN(S(=O)(=O)c3ccc(C)cc3)CC2)cc(OC)c1OC	-1%	·	·	·	40%	0	0%
Cc1cccc2cc(CN(Cc3ccco3)C(=O)Nc3cccc(C#N)c3)c(Cl)nc12	-4%	3%	24%	-2%	-35%	-31	2%
CCOc1ccc(NC(=O)CCCN2C(=S)NC(C)(C)CC2C)cc1 (stereo not given)	-4%	-3%	3%	-3%	3%	39	-3%
Cc1cc(C)c2nc3c(c(C(=O)O)c2c1)CCC3	6%	20%	-22%	4%	-19%	3	-3%
COc1ccc(OC)c(NS(=O)(=O)Cc2ccccc2)c1	·	7%	1%	-16%	-8%	·	·
C=CC#CC[N+]1(CC#Cc2ccccc2)CCOCC1	?	0%	40µM*	-4%	39%	?	2%
O=S(=O)(c1ccc2ccccc2c1)N(CC(O)COCc1ccco1)c1ccccc1 (stereo not given)	-10%	3%	0%	0%	·	-18	-6%
CCn1c(SCC(=O)N/N=C/C(C)=C\c2ccco2)nnc1-c1ccccc1	79%[activator]	1%	?	-7%	-26%	-37	-12%
COC(=O)[C@]12CCCCC=C1N(Cc1ccc(Cl)cc1Cl)C(=O)[C@H](CC(=O)NCc1cccs1)C2	-7%	·	·	·	·	35	-3%
CC(Sc1nnc(C2CC2)n1C1CC1)C(=O)c1ccc(Br)cc1 (stereo not given)	-25%	·	-12%	0%	20%	-62*	3%
CCCCCCCC(=O)NNC(=O)c1c(O)c2ccccc2n(CCC)c1=O	65%[activator]	8%	1%	?	-33%	30	0%
COC(=O)C1=C(c2cc3ccccc3o2)C[C@@H]2CC[C@H]1N2C(=O)NCc1cccc2ccccc12	-5%	·	·	·	·	9	-2%
Cn1ncc2c(Nc3cccc(C(=O)O)c3)ncnc21	-3%	0%	0%	-15%	6%	29	-5%
COc1cccc(N(CC(=O)NC(C)c2ccccc2)S(C)(=O)=O)c1 (stereo not given)	-9%	2%	-1%	0%	1%	-1	-10%
N#Cc1nc(-c2ccco2)oc1N1CCC(C(N)=O)CC1	0%	0%	20%	-5%	-27%	0	-3%
O=C(Nc1ccccc1)N1CCN(S(=O)(=O)c2ccccc2)CC1	-4%	-2%	16%	-7%	-19%	-21	5%
COc1ccc2c(c1)[C@H]1[C@H](CO2)[C@H](c2ccccc2)[C@]2(C)C(=O)Nc3cc(F)ccc3C(=O)N12	-23%	·	·	·	-13%	-13	0%
Cc1cc(SCC(=O)NC(=O)NCc2ccco2)nc2c(C)cccc12	-12%	10%	?	-3%	-31%	15	-11%
O=S(=O)(c1cccc(-c2csc(N/N=C/c3ccco3)n2)c1)N1CCOCC1	21%	4%	1%	2%	-7%	?	-12%
Cc1ccc(N2CCN(C(=O)CCc3c(C)nc4c(c3C)c(=O)n(C)c(=O)n4C)CC2)c(C)c1	·	·	2%	?	·	-6	0%
Cc1cc(C)cc(NC(=S)NCCSc2ccc(Cl)cc2)c1	29%	-1%	-16%	?	-40%	?	0%
COc1ccc(OC)c(CN2CCC(N3CCC(C(=O)NC4CC4)CC3)CC2)c1	1%	2%	0%	-7%	13%	21	0%
COCNc1nc(OCC#N)nc(N(C)C)n1	1%	1%	-1%	6%	-5%	85	-6%
COc1ccc(CNC(=O)CCC(=O)Nc2cccnc2)cc1	9%	-2%	1%	?	-4%	38	-7%
COc1cccc(/C(N)=N/OC(=O)Cc2ccccc2[N+](=O)[O-])c1	0%	-1%	12%	-11%	-16%	36	1%

# Further records.
molecule	AMA1 RON2 block	LmPK inh	Sm TGR inh	AmpC inh detg	AmpC no deterg	HCMV antiviral	Tb PYK inh
Clc1cccc(NCc2cn3cccnc3n2)c1	-4%	-13%	11%	-1%	-8%	0	-15%
Cc1c(Cl)cccc1NC(=S)N1CCN(c2ccccn2)CC1	-4%	6%	0%	-2%	-8%	-17	0%
CC(C(=O)OCn1nnc2ccccc2c1=O)N1C(=O)c2ccccc2C1=O (stereo not given)	-5%	-5%	-3%	0%	-19%	37	2%
CCc1ccccc1NC(=O)Cn1ccn(-c2ccc(OC)cc2)c(=O)c1=O	7%	5%	-1%	-2%	-9%	-34	0%
CCn1c(CNC(=O)COc2ccc(C(C)C)cc2)nnc1SCC(=O)Nc1ccccc1	-15%	10%	-1%	-1%	99%[activator]	-10	-5%
CN(C(=O)COC(=O)CNC(=O)C12CC3CC(CC(C3)C1)C2)c1ccccc1	4%	-1%	-28%	1%	42%	6	2%
CC(C)(C)c1ccc(C(=O)c2cn[nH]c2-c2ccccc2O)cc1	46%[activator]	1%	8%	2%	-34%	121	-1%
CCc1noc(C)c1C(=O)N(C)CC(=O)Nc1ccccc1C(F)(F)F	0%	·	2%	-13%	-2%	26	4%
O=C(NCc1ccco1)C1CCCN1C(=O)Nc1ccc(Br)cc1 (stereo not given)	-8%	-1%	-25%	-9%	-16%	-24	0%
CC(C)(C)c1ccc(/C=N/Nc2nncn2N)cc1	40%[activator]	-13%	0%	?	-6%	-11	-7%
CCOc1ccc(C(=O)Nn2cnnc2)cc1	-11%	-1%	2%	-8%	-5%	6	2%
O=C1CC(c2ccccc2)Sc2nc(-c3ccc(F)cc3)nn21 (stereo not given)	·	·	2%	6%	·	12	-2%
Cc1cccc(C(=O)NNS(=O)(=O)c2ccc(F)cc2)c1O	75%[activator]	2%	-13%	-2%	-24%	2	2%
O=C(CC1SC(N2CCCCC2)=NC1=O)Nc1cccc(C(=O)N2CCCC(C(F)(F)F)C2)c1 (stereo not given)	0%	·	·	·	·	0	28%
O=C(NC(N1CCCCCC1)C(Cl)(Cl)Cl)c1ccccc1Cl (stereo not given)	-10%[11.6 µM]	0%	?	?	-14%	1	2%
CCc1ccc(OCC(=O)Nc2cc(S(=O)(=O)CC)ccc2O)cc1	-7%	3%	-18%	-8%	-19%	14	2%
O=C1c2ccccc2C(=O)N1CCCON1C(=O)c2ccccc2C1=O	7%	1%	0%	-8%	-21%	8	6%
N#CC1=C(N)OC2=C(C(=O)CCC2)C1c1ccc(OC(=O)N2CCOCC2)cc1 (stereo not given)	10%	0%	-3%	?	0%	-4	4%
Oc1ccc(-c2nccc(-c3ccc(Cl)cc3Cl)n2)cc1	12%	0%	-3%	5%	-24%	?	-3%
Cc1ccc(NC(=O)Nn2cnnc2)cc1	-2%	6%	4%	-11%	-9%	4	-1%
COc1ccc(C2N=C(N)N=C(N)N2c2ccccc2)cc1OC (stereo not given)	-2%	6%	1%	-16%	-1%	14	4%
CCOC(=O)c1ccc(NC(=S)NC(=O)COc2ccccc2)cc1	38%[activator]	0%	-3%	?	-6%	-31	-9%
Fc1c(F)c(F)c(N/N=C/c2c[nH]c3ccccc23)c(F)c1F	2%	-1%	1%	6%	-43%	-65*	-12%
CCN1CCN(c2ccc(NC(=O)c3ccco3)cc2Cl)CC1	-10%	0%	10%	?	-10%	47	0%
O=C(/C=C/c1ccc(Br)o1)OCc1ccccc1	-8%	-3%	22µM*	-12%	-24%	-36	0%
O=C(OCn1nnc2ccccc2c1=O)C1COc2ccccc2O1 (stereo not given)	31%	-1%	5%	2%	-16%	35	3%
CN1C(=O)C2(OCCCO2)c2ccccc21	0%	-4%	2%	-8%	1%	11	-7%
Cn1c(=O)c2c(nc(N3CCOCC3)n2CCc2ccccc2)n(C)c1=O	0%	5%	0%	-1%	20%	-19	-1%
CCOC(=O)c1cc(-c2ccccc2)nn1Cc1cc(C)no1	0%	·	6%	?	68%[activator]	35	5%
COc1ccc(N2C(=O)[C@@H]3Cc4ccccc4CN3C2=O)cc1	0%	4%	5%	-4%	-13%	14	-2%

# 3 of these compounds, set out differently:
Cc1cccc(C(=O)NNS(=O)(=O)c2ccc(F)cc2)c1O
  AMA1 RON2 block: 75%[activator]	LmPK inh: 2%	Sm TGR inh: -13%	AmpC inh detg: -2%	AmpC no deterg: -24%	HCMV antiviral: 2	Tb PYK inh: 2%

Fc1c(F)c(F)c(N/N=C/c2c[nH]c3ccccc23)c(F)c1F
  AMA1 RON2 block: 2%	LmPK inh: -1%	Sm TGR inh: 1%	AmpC inh detg: 6%	AmpC no deterg: -43%	HCMV antiviral: -65*	Tb PYK inh: -12%

CCN1CCN(c2ccc(NC(=O)c3ccco3)cc2Cl)CC1
  AMA1 RON2 block: -10%	LmPK inh: 0%	Sm TGR inh: 10%	AmpC inh detg: ?	AmpC no deterg: -10%	HCMV antiviral: 47	Tb PYK inh: 0%

# (further entries)
molecule	AMA1 RON2 block	LmPK inh	Sm TGR inh	AmpC inh detg	AmpC no deterg	HCMV antiviral	Tb PYK inh
C[C@@H]1CC[C@H](O)/C=C/C(=O)O[C@H](C)CC[C@H](O)/C=C/C(=O)O1	30%[activator]	-1%	-34%	2%	-4%	-19	1%
CN(Cc1cnn(-c2ccc(F)cc2)c1)Cc1nc(Cc2ccccc2)no1	9%	-2%	17%	5%	84%[activator]	-24	0%
CCN(CC)C(=O)c1cccc(NC(=O)c2cc(-c3ccccn3)nc3ccccc23)c1	15%	·	-1%	-5%	97%[activator]	4	2%
CCc1noc(C)c1C(=O)Nc1nc2ccc(F)cc2s1	4%	·	1%	-12%	-40%	83	-7%
CC(C)Oc1cccc(C(=O)NC(=S)Nc2cccnc2)c1	53%[activator]	0%	?	?	-13%	-8	3%
Cc1ccc(Cl)cc1N1CCN(C(=O)c2cn(C3CCCCC3)c(=O)c3c2c2ccccc2n3C)CC1	·	·	4%	17%	·	-27	1%

# Compound activity from PubChem.
